Screens (PubChem BioAssay)
USP1-UAF1 inh = USP1/UAF1 (human) deubiquitinase inhibition; O94782; recombinant USP1/UAF1, Ub-Rhodamine cleavage fluorescence; Potency, µM (top dose mostly 57.1 µM), inactives show at the highest dose activity change, negative = inhibition, most hits filed as inhibitors; 0.23% of 390,000 active; AID 743255; note: potency is the fitted concentration of half-maximal effect; % is set by controls: 0 for no effect and ±100 for the full control effect; nearly all actives have a fitted effect of over 60% in size; inactives centre near -12
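Step one: compound is pinned into 1nM USP1/UAF1 in HEPES pH 7.8 buffer with TCEP. Step two: 15 min room-temperature incubation. Step three: Ub-Rho (150nM final) starts cleavage, tracked by fluorescence over six one-minute reads.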
TRHR enhancer = TRH receptor (human) allosteric enhancement | AID 493056 | enhancement, % at 2 µM | 0.66% of 360,000 active | P34981 | TRHR cells, fluo-8 calcium fluorescence, EC20 TRH enhancement; in the data active = enhancement above about 30%; note: 0% is about no effect
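TRHR-expressing cells loaded with fluo-8 calcium dye were read kinetically (ex 480/em 530) during compound addition, then stimulated with an EC20 of TRH (10 nM final). Enhancement of the Gq-mediated intracellular calcium response was scored.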
D2 antagonist = antagonizes the human D2 dopamine receptor; P14416; HEK293 TREx D2 cells, calcium flux, dopamine EC80; inhibition, % at 10 µM; 2% of 340,000 active; in the data active = inhibition above about 30%; note: 0% is about no effect
Target sequence (P14416 whole entry, looked up): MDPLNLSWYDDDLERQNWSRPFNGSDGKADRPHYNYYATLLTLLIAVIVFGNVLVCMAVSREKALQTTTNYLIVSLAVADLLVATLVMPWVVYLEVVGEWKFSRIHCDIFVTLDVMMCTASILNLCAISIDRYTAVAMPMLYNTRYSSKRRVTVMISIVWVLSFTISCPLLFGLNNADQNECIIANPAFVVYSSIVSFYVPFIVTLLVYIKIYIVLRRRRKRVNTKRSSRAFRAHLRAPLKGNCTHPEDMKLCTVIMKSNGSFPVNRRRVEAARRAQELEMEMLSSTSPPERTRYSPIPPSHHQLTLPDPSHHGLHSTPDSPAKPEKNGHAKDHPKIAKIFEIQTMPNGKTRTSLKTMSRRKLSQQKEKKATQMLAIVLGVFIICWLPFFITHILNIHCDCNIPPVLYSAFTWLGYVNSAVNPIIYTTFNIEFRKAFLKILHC
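Dopamine at EC80 is the agonist stimulus; test compounds precede it by 180 s. Calcium flux read kinetically in a force-coupled, inducible HEK293 T-REx D2 cell line.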
TrxR1 inh = inhibitors of rat thioredoxin reductase 1. recombinant rTrxR1, NADPH fluorescence consumption, selenite substrate. AID 588453. 1% of 390,000 active. O89049. Potency, µM (titrated, usually from 114 µM), for inactives: at the highest dose activity change, negative = inhibition, most hits filed as inhibitors; note: potency is the fitted concentration of half-maximal effect; % is set by controls: 0 for no effect and ±100 for the full control effect; nearly all actives have a fitted effect of over 65% in size
Target sequence (O89049 whole entry, looked up): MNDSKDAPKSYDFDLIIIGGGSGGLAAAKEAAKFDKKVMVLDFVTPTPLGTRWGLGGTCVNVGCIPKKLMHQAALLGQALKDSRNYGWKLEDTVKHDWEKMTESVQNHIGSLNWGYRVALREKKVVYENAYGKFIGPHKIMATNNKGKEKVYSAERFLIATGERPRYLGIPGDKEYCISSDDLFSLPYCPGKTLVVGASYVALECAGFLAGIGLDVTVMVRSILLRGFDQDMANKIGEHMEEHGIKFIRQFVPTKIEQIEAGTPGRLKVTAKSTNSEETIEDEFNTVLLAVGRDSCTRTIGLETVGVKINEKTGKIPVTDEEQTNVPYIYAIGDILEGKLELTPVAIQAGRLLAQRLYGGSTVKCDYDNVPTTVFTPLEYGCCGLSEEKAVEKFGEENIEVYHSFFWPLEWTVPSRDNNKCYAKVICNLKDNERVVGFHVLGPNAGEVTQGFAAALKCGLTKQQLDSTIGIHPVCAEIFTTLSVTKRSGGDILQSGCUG
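Rat TrxR1 (90 nM in the dispensed reagent) was pre-reduced with 400 uM NADPH for 5 min at room temperature, then incubated with compound for 15 min. After 400 uM selenite was added, NADPH fluorescence (Ex 340/Em 450 nm) was followed for 8 min.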
D2 agonist = agonists of human D2 dopamine receptor. P14416. HEK293 T-REx D2 cells, calcium flux agonist mode. activation, % at 2 µM. 0.53% of 340,000 active;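 active = activation over 3 SD above normal in the single-dose calcium agonist read, cut at about 30% in these data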; note: 0% is about no effect
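In this primary screen, compounds producing a positive calcium signal within 180 s of addition to tetracycline-induced, force-coupled HEK293 Trex D2 cells are flagged; cells are dye-loaded with a no-wash calcium kit beforehand.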
IDH1 R132H inh = human IDH1 R132H inhibition; O75874; IDH1-R132H enzyme, NADPH consumption, diaphorase/resazurin fluorescence; Potency, µM (doses to about 76.6 µM), for inactives: at the highest dose activity change, negative = inhibition, hits mostly inhibitors; 0.093% of 390,000 active; note: potency is the fitted concentration of half-maximal effect; % is set by controls: 0 for no effect and ±100 for the full control effect; nearly all actives have a fitted effect of over 65% in size
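IDH1-R132H (0.5 ug/mL dispensed) in pH 7.5 Tris buffer was preincubated 30 min with compound, then given a substrate mix of 0.016 mM NADPH and 2 mM alpha-KG for 80 min at room temperature; remaining NADPH was read by diaphorase/resazurin fluorescence.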
TRHR ag = agonists of human TRH receptor. TRHR cells, calcium flux fluo-8, FDSS agonist mode. activation, % at 2 µM. 0.18% of 360,000 active. AID 493084; in the data active = activation above about 30%; note: 0% is about no effect
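Agonist-mode FDSS calcium read (Ex 480/Em 530, 1 s cycles) in 1536-well TRHR cells with fluo-8 dye, after 10-cycle baseline and 23 nL compound addition; TRH at EC20 (10 nM final) added afterwards for the enhancer phase.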
TrxR1 substrate = substrates of rat thioredoxin reductase 1; Potency, µM (titrated, usually from 114 µM), inactives show at the highest dose activity change, negative = substrate turnover; purified TrxR1 substrate turnover, NADPH consumption readout; AID 588456; 0.01% of 390,000 active; note: potency is the fitted concentration of half-maximal effect; % is set by controls: 0 for no effect and ±100 for the full control effect; nearly all actives have a fitted effect of over 50% in size
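Rat TrxR1, dispensed at 90 nM, was prereduced with 400 uM NADPH (final) for 5 min at ~22 deg C, then incubated with compound 15 min before 400 uM selenite. A first-read NADPH fluorescence drop versus no-compound background flagged substrates.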
Pin1 inhibitor = human Pin1 inhibition; Pin1 FP peptide displacement, HiFluor488, 10 min; Potency, µM (highest dose often 115 µM), for the others: at the top dose activity, negative = inhibition, most hits filed as inhibitors; 0.009% of 390,000 active; AID 504891; active = well fitted inhibition curve with a large enough effect in the polarisation, with a control signal flat, not every such curve was filed as active; inconclusive = small, poorly fitted or top-dose-only effect, or effect the other way, or a change in a side signal; inactive = no such curve, though single readings can be large or run the other way; the % refers to the polarisation; note: potency is the fitted concentration of half-maximal effect; % is set by controls: 0 for no effect and ±100 for the full control effect
Target sequence (Q13526 whole entry, looked up): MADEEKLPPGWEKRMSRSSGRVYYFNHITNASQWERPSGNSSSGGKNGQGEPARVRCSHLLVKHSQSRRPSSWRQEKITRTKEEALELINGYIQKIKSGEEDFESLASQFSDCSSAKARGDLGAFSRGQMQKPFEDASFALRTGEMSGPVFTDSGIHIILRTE
Numbers without * were called inactive; ? = inconclusive; / = no result given; [ ] = dose if it differs, or a comment. Unless noted, calls come from the whole dose curve; as a rule, active = well fitted inhibition curve with a large enough effect; inconclusive = small, poorly fitted or top-dose-only effect; inactive = no such curve, though single readings can be large or run the other way. These rows are one share of the data; rates above refer to the full screens.

SMILES	USP1-UAF1 inh	TRHR enhancer	D2 antagonist	TrxR1 inh	D2 agonist	IDH1 R132H inh	TRHR ag	TrxR1 substrate	Pin1 inhibitor
CCC(=O)Nc1nc(OC)cc(OC)n1	1.6%	2.5	0.9	14.3%	-0.1	1.8%	1.0	3.4%	-10.0%
Cc1ccc(NC(=O)Cn2cc(S(=O)(=O)N3CCCC3)c(S(=O)(=O)N3CCCC3)c2)c(C)c1	-13.8%	-2.2	/	21.3%	0.7	2.2%	0.3	5.1%	1.1%
OCC1(Cc2cccc(Cl)c2)CCCN(Cc2sc(N3CCCC3)nc2Cl)C1 (stereo unspecified)	-14.6%	7.5	-1.4	17.1%	-0.7	-1.2%	0.7	-3.3%	41.5%[activator]
O=C(CSc1nc(=O)n(CCN2CCOCC2)c2c1CCC2)Nc1ccc(F)cc1F	-25.4%	1.8	/	-12.5%[57.1 µM]	0.0	7.3%	-0.4	-3.4%[57.1 µM]	-6.1%
COc1ccccc1C(C)NC(=O)CCC(=O)N1CCN(S(=O)(=O)c2ccc(Cl)cc2)CC1 (stereo unspecified)	-1.8%	/	/	-7.5%	/	-0.8%	/	-8.2%	-4.1%
CC(=O)CSc1nnc(-c2ccc3c(c2)OCO3)o1	-5.7%	14.2	2.3	15.1%[57.1 µM]	1.4	0.1%	0.3	7.2%[57.1 µM]	-1.8%
COc1ccc(NC(=O)COc2nsnc2N2CCCCC2)cc1	-9.1%	-0.1	-16.6	-3.3%	-0.3	2.2%	0.0	3.7%	1.6%
COCCCNC(=S)N1CCN(C(=O)c2ccco2)CC1	-25.9%	-3.9	-5.5	-4.7%	2.7	3.5%	0.8	-2.7%	2.6%
COc1ccc(C2=NS(=O)(=O)N(C)C(C(=O)NCc3cccs3)=C2)cc1OC	-18.4%	-3.9	-14.1	1.7%[57.1 µM]	0.4	-8.0%	-0.3	0.6%[57.1 µM]	1.1%
COCCCn1c(SCC(=O)Nc2ccccc2OC)nc2c(sc3ccccc32)c1=O	-20.6%	7.0	/	1.3%[57.1 µM]	-0.1	1.2%	0.0	-5.2%[57.1 µM]	23.4%
O=C1CN(S(=O)(=O)c2ccc(Cl)cc2C(F)(F)F)CCN1	-23.2%	4.1	1.4	21.4%[57.1 µM]	0.2	5.6%	0.1	3.7%[57.1 µM]	0.0%
Cc1ccc(CN(CC(=O)NC2CCCC2)C(=O)c2csnn2)cc1	4.2%	7.7	-25.3	7.9%[57.1 µM]	-0.2	7.8%	-0.2	3.9%[57.1 µM]	-0.4%
O=C(C1CCN(Cc2ccc(Cl)cc2)CC1)N1CCN(Cc2ccc3c(c2)OCO3)CC1	-9.0%	-6.3	-7.4	-13.2%	1.0	7.1%	1.4	-7.0%	-8.8%
CC(C)Oc1cccc(NC(=O)c2cnccc2C(F)(F)F)c1	-10.5%	-9.3	21.9	28.9%	0.4	-6.2%	-0.3	-1.7%	-2.1%
Nc1c(C(=O)CSc2nnnn2-c2ccccc2)c(=O)[nH]c(=O)n1C1CC1	?	/	/	2.5%[2.29 µM]	/	3.9%	/	8.6%[57.1 µM]	3.6%
Cc1ccc(-c2cn3c(n2)SCC3)cc1	?	-2.1	0.4	36.8%	0.0	-5.0%	-0.5	1.8%[57.1 µM]	6.1%
COc1cccc(-c2nnc(-c3ccccc3NC(=O)c3ccc(F)cc3F)o2)c1	-30.2%	-1.4	/	21.2%	-0.3	9.6%	-0.6	9.5%	-2.6%
COc1ccc(C2CC(=O)c3c(C)nc(N4CCN(C=O)CC4)nc3C2)c(OC)c1 (stereo unspecified)	?	-3.1	/	1.7%	0.9	-10.5%	-0.9	-4.9%	1.8%
Cc1ccc(NC(=O)c2oc3ccc(S(=O)(=O)N4CCCCC4)cc3c2C)cc1Cl	7.9%	8.1	/	17.0%[57.1 µM]	/	15.3%	1.3	2.2%[57.1 µM]	-2.7%
S=C(NCCc1ccccc1)N1CCN(C(c2ccccc2)c2ccccc2)CC1	-14.0%	-8.3	17.8	14.7%	1.0	-2.6%	15.2	-3.5%	-1.6%
CCOC(=O)c1ccc(CC(=O)c2ccc(O)cc2O)o1	-9.4%	1.4	8.3	-6.3%[57.1 µM]	-0.4	-14.5%	-0.2	13.2%[57.1 µM]	17.3%
COc1ccc(NC(=O)C(=O)NCc2ccncc2)c(OC)c1	-0.4%	-4.9	17.7	-10.8%	0.4	5.2%	0.7	-14.2%	-8.6%
Cc1ccc(NC(=O)c2ccc([N+](=O)[O-])o2)c(C)c1	-7.5%	-2.7	33.1*	-10.3%	0.2	6.6%	-0.5	-2.2%	4.8%
CN1CCN(C2=C(Cl)C(=O)C(c3cnc(N4CCCCC4)s3)=C(Cl)C2=O)CC1	?	1.3	6.6	?	0.2	10.3%	0.0	-9.4%	-19.7%
C[C@H](NC(=O)C1CC(=O)N(c2ccc3c(c2)OCCO3)C1)C(=O)NCc1ccco1 (stereo partly specified)	-18.3%	-11.0	16.7	11.8%	0.8	-4.9%	0.1	2.7%	-12.1%
The list continues.
SMILES	USP1-UAF1 inh	TRHR enhancer	D2 antagonist	TrxR1 inh	D2 agonist	IDH1 R132H inh	TRHR ag	TrxR1 substrate	Pin1 inhibitor
O=C(COC(=O)c1cnccn1)c1ccc2ccccc2c1	9.4%	1.0	4.8	-7.0%	0.2	0.7%	-0.3	1.0%	2.4%
Cc1ccc(S(=O)(=O)N(CC(=O)NCC2CCCO2)Cc2ccc(F)cc2)cc1 (stereo unspecified)	-5.0%	3.8	3.2	17.5%	-0.5	8.3%	-1.9	1.9%	-2.2%
O=C(N1CCOCC1)C12CC3CC(C1)CC(n1cnc(Cl)n1)(C3)C2	-1.0%	32.5*	-0.1	24.5%	1.0	4.2%	-0.1	2.6%	4.2%
COc1ccccc1CNC(=O)c1cccc(NC(=O)c2ccccc2)c1	-12.7%	-1.0	1.7	21.0%	1.2	0.0%	-1.1	-2.1%	4.1%
COc1cc(OC)c(C2N(c3ccccn3)C(=O)C3CCCN32)cc1OC (stereo unspecified)	-15.6%	0.0	/	-5.3%	/	-1.2%	0.5	-2.9%	-3.4%
Cc1onc(-c2c(Cl)cccc2Cl)c1C(N)=O	-13.4%	-7.7	-0.7	16.4%	0.5	-2.9%	1.4	3.5%	-5.3%
Cc1csc(SCc2nc3sc4c(c3c(=O)[nH]2)CCC4)n1	-3.8%	1.4	0.5	7.8%	0.7	8.4%	0.1	3.4%	8.5%
COc1ccc(C2(C)NC(=O)N(CC(=O)Nc3ccc(Br)c(C)c3)C2=O)cc1OC (stereo unspecified)	-18.9%	-4.6	/	13.1%[57.1 µM]	/	5.0%	0.4	-14.8%[57.1 µM]	11.3%
Cc1cccc(S(=O)(=O)N2CN(CC3CCCO3)c3nc4ccccc4nc32)c1 (stereo unspecified)	-19.6%	1.9	9.1	9.2%[57.1 µM]	0.1	0.0%	-0.1	-1.8%[57.1 µM]	1.6%
Cc1ccc(-c2nc3ccc(Cl)cn3c2Nc2ccccc2C)s1	13.4%	-1.2	/	1.2%	1.2	15.1%	0.2	15.1%	8.2%
O=C(NC1CCCCC1)c1ccc2[nH]c(=O)c(=O)[nH]c2c1	-22.6%	-2.5	-5.0	23.7%	1.6	-2.9%	0.1	6.9%	-1.5%
S=C(Nc1ccccc1)N1CCC(Cc2ccccc2)CC1	-11.0%	-8.2	-7.3	6.3%[57.1 µM]	0.3	5.6%	-0.2	4.6%[57.1 µM]	-0.1%
Cc1ccccc1NC(=O)CCc1nnc2ccc(N3CCC4(CC3)OCCO4)nn12	-19.7%	2.2	-13.8	0.1%	-0.2	-4.5%	-0.7	3.0%	4.6%
CCOc1ccccc1CNC(=O)Cn1ccc2cc(S(=O)(=O)N3CCCCCC3)ccc21	-14.4%	-1.3	6.2	22.8%	1.5	7.3%	0.9	-0.7%	32.9%[activator]
NCCCC[C@H]1CN=C(N)N1CCCCC1CCCCC1	-30.2%	/	/	16.1%[57.1 µM]	/	13.1%	/	-7.6%[57.1 µM]	-1.4%
Nc1ccc(-c2c3ccccc3nc3ccccc23)cc1	-3.2%	-12.1	12.2	15.0%[57.1 µM]	-2.6	1.0%	-0.4	8.3%[57.1 µM]	2.9%
COc1ccc(/C=N/NC(=O)CCc2n[nH]c(=O)[nH]c2=O)cc1OC	-1.0%	0.5	20.5	-5.2%	-1.6	6.8%	-0.3	-9.0%	-4.1%
O=c1cc(O)c2c(=O)n(C3CCCCC3)c3ccccc3c2o1	-23.0%	1.8	5.9	0.5%	-1.9	0.0%	-0.3	3.1%	71.8%[activator]
Cc1ccc(C)c(NC(=O)C2CCCN2/C=C/C(=O)C(F)(F)F)c1 (stereo unspecified)	-13.8%	-1.5	-2.2	?	0.7	4.8%	1.0	-18.3%	-3.2%
Cc1ccc(/C=N/NC(=O)c2ccc(-n3cccc3)cc2)o1	-13.2%	-4.4	16.1	11.1%	0.2	12.0%	-0.6	2.8%	1.8%
O=C(Nc1ccc2c(c1)OCCO2)C(c1ccc(F)cc1)N1CCCCC1 (stereo unspecified)	-5.8%	-20.7	6.0	-2.2%	0.3	-0.2%	-0.1	-4.9%	-0.3%
CCOC(=O)c1sc(=S)n(-c2ccccc2)c1N(C(C)=O)C(C)=O	?	3.0	4.4	-49.1%	-0.2	5.3%	0.2	-7.7%	1.9%
COc1ccc(-n2nc(C(=O)NCC(=O)Nc3cc(OC)c(OC)c(OC)c3)c3ccccc3c2=O)cc1	-0.2%	2.3	/	8.9%[57.1 µM]	/	-1.6%	0.8	-4.1%	2.7%
COc1ccc(C2c3c(-c4ccccc4O)n[nH]c3C(=O)N2CCc2ccccc2)cc1 (stereo unspecified)	-25.8%	2.1	/	10.5%	1.0	-5.8%	0.1	-3.0%	2.7%
CN(C)/C=C/C(=C\C(=O)C(F)(F)F)Nc1ccc(C(F)(F)F)cc1	-24.3%	-1.4	-25.2	-0.7%	2.5	-7.2%	1.0	-14.5%	-1.5%
COc1ccc(NC(C)=O)cc1NC(=O)CSc1nnc(-c2ccncc2)n1C	-16.0%	-8.1	-7.2	-13.3%	-0.3	5.0%	-0.4	-10.6%	-0.5%
